Bioassay records: PubChem, several laboratories
PG9 Ab binder = small molecules binding HIV-1 gp120 antibody PG9 | TR-FRET gp120-PG9 antibody binding | inhibition, % at 6.7 µM | 0.43% of 360,000 active | AID 624416; in the data active means inhibition above about 8.5%
DAX1 inh-1 = blocks DAX1 repression of SF-1 activated StAR promoter; inhibition, % at 6.8 µM; HEK293T StAR-luciferase reporter, SF-1/DAX-1 repression relief; AID 652010; 1.1% of 370,000 active;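 active means inhibition above the mean over all tested compounds plus 3 SD, cut at about 3.6% in these data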;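 further: 0% = DAX-1 cells with DMSO and 100% = cells lacking DAX-1 with DMSO; higher inhibition means more luminescence from relief of DAX-1 repression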
ssDAF12 agonist = activates DAF-12 receptor from parasite S. stercoralis; 1% of 370,000 active; activation, % at 6.8 µM; AID 652126; HEK293 ssDAF-12/GRIP1 lit1-tk-luc reporter, luminescence; % of 3 µM dafachronic acid response;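 active means activation above the mean over all tested compounds plus 3 SD, cut at about 0.9% in these data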;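 further: 0% = DMSO-only wells and 100% = 3 µM delta7-dafachronic acid wells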
hgDAF-12 ag = hgDAF-12 agonism, primary luciferase screen; HEK293 GAL4-hgDAF12 UAS-luciferase reporter, agonist luminescence; normalized to butyrate control; activation, % at 6.8 µM; 1.8% of 370,000 active;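 active means activation above a cutoff set at the mean of all screened compounds plus 3 SD, cut at about 10% in these data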;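 further: 0% = DMSO wells and 100% = sodium butyrate wells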
hcDAF12 agonist = H. contortus DAF-12 activation, primary screen; HEK293 hcDAF-12 lit1-tk-luc reporter, luminescence; 0% DMSO, 100% Δ7-dafachronic acid; activation, % at 6.8 µM; 1.4% of 370,000 active; AID 652067;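 active means activation above the mean of all tested compounds plus 3 SD, cut at about 5.5% in these data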;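 further: 100% = response to 3 µM Δ7-dafachronic acid high control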
DAX1 inh-2 = inhibitors of human orphan nuclear receptor DAX1 (NR0B1); P51843; HEK293 Gal4-DAX1 luciferase reporter, luminescence; inhibition, % at 6.75 µM; 0.99% of 340,000 active; AID 504766;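 active means inhibition above the mean over all tested compounds plus 3 SD, cut at about 4.2% in these data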;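 further: 0% = DAX1-transfected cells with DMSO and 100% = empty-vector control cells with DMSO; inhibition shows as a rise in luminescence from relieved DAX1 repression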
Target sequence (P51843 207-470 limits assumed): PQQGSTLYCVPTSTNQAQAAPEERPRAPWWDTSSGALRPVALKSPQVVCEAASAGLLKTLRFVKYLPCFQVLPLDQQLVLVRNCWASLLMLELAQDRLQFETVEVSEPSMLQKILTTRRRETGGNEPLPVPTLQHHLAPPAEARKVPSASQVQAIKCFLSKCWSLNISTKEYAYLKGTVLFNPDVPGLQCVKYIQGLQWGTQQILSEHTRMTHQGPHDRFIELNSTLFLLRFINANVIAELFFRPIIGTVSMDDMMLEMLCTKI
ADAM17 inh = inhibits human ADAM17; 0.83% of 370,000 active; inhibition, % at 6.95 µM; P78536; recombinant ADAM17, EDANS/DABCYL FRET peptide cleavage; AID 720648;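 active means inhibition above the mean of compounds lying between control limits plus 3 SD, set per campaign, cut at about 8.5% in these data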;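 further: 0% = DMSO-only wells as the low control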
Target sequence (P78536 215-824 limits assumed): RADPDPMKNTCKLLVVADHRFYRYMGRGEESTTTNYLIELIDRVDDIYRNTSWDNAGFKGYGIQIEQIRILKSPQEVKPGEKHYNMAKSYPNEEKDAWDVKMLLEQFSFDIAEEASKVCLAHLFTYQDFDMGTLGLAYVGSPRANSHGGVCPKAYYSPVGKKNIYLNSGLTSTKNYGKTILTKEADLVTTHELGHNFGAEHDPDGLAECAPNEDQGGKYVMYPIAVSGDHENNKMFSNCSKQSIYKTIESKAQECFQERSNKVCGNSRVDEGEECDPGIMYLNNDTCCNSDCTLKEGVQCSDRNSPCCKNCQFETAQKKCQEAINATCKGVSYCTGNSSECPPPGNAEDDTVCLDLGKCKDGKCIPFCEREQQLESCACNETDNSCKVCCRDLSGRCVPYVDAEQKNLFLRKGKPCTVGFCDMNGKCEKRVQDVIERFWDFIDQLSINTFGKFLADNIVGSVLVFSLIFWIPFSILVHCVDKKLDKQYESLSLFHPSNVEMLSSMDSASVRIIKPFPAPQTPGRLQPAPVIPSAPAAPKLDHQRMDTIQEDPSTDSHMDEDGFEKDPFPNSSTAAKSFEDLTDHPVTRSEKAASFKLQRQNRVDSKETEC
GAA850 FXN act = activators of GAA850 frataxin (FXN) promoter. HEK293 lucGAA850 FXN promoter luciferase reporter, 24 h; percent of 10 µM SAHA response. activation, % at 6 µM. 0.56% of 360,000 active;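 active means activation above the average of all compounds screened plus 3 SD, cutoff fixed separately per campaign, cut at about 7.5% in these data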;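 further: 0% = DMSO wells and 100% = 10 µM SAHA wells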
NPR1 activator = GC-A (human) enzyme activation; P16066; HEK293 GC-A cells, cGMP TR-FRET, EC30 ANP; 0% at EC30 ANP, 100% saturating ANP; activation, % at 10 µM; 0.14% of 370,000 active; in the data active means activation above about 40%
ADAM10 inh = ADAM10 inhibition, QFRET primary screen; inhibition, % at 7 µM; recombinant ADAM10, EDANS/DABCYL FRET peptide cleavage, 3 h; 0.62% of 370,000 active; AID 720582;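 active means inhibition above a per-campaign cutoff equal to the mean of compounds falling between control-based bounds plus 3 SD, cut at about 20% in these data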;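 further: 0% = DMSO wells while the 100% control is not disclosed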
SMARCA2 act = SMARCA2 function activation, primary screen. MG213 cells, MMTV-luciferase reporter, dexamethasone, overnight. activation, % at 9.1 µM. 1% of 370,000 active. AID 652017; in the data active means activation above about 7.8%;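 further: 0% = vehicle wells and 100% = reference activator wells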
* = called active by the depositor; i = inactive; . = not tested or not shown.

SMILES	PG9 Ab binder	DAX1 inh-1	ssDAF12 agonist	hgDAF-12 ag	hcDAF12 agonist	DAX1 inh-2	ADAM17 inh	GAA850 FXN act	NPR1 activator	ADAM10 inh	SMARCA2 act
CC(C)CN(CC(C)C)C(=O)C12CCC(C)(C(=O)O1)C2(C)C (configuration not stated)	-0.1	-0.3	-0.9	-1.1	-2.0	1.0	-4	-1.8	2	-4	1
COc1ccc(OCc2cc(C(=O)NC(C)Cc3ccccn3)no2)c(Cl)c1 (configuration not stated)	-2.8	-2.3	0.4	4.3	-0.1	-0.3	6	1.0	12	2	0
CS(=O)(=O)c1ccccc1C(=O)N(CCc1ccccc1)Cc1ccccc1	-0.8	-0.3	-0.8	-0.1	1.6	0.1	2	1.4	-13	2	0
c1cncc(-c2noc(CC3CCCCC3)n2)c1	-0.7	1.2	-0.9	1.5	-1.1	2.8	0	2.3	6	-2	-2
O=C(CN1C(=O)NC2(CCc3ccccc32)C1=O)NCC(=O)Nc1ccc(F)cc1 (configuration not stated)	-3.3	1.2	-0.7	6.0	-0.9	-0.2	3	1.5	2	-8	8.2*
CCc1nc2c(OCc3c(C)noc3C)cccn2c1N(C=O)Cc1ccccc1	-0.9	-0.5	-1.8	-0.5	-1.3	.	-5	-0.8	5	-16	-3
O=C(NCCCn1ccnc1)c1ccc(Br)o1	-1.8	-0.3	-0.8	-0.2	-0.8	-0.3	-2	2.0	2	6	2
CCOC(=O)CS(=O)(=O)c1ccccc1	0.1	0.3	-1.0	1.7	-0.4	0.7	-2	0.7	6	0	-3
Clc1ccc(OCCOCCNCc2ccccc2)cc1Cl	-1.2	-0.1	-0.4	-0.1	0.4	-0.3	-4	0.5	-17	-2	-3
Cc1ccc(NC(=O)CN(C)C(=O)c2nn(C)c(=O)c3ccccc23)cc1	1.6	0.1	-1.9	-1.9	-2.2	-1.9	-2	1.9	-1	-6	-3
O=C(C(=O)N1CCN(S(=O)(=O)c2cccc3ccccc23)CC1)c1cccc(C(F)(F)F)c1	-2.5	-1.6	0.6	-0.3	-0.5	.	5	.	0	12	-2
O=C(Nc1cccc(-c2cn3ccccc3n2)c1)C1CC1	-2.8	0.4	-1.2	0.6	0.2	1.0	-33	2.1	9	-182	6
CCCCCC(=O)N1CC2(CC(c3cccc(NC(=O)[C@@H]4CCC(=O)N4)c3)=NO2)C[C@@H]1C(N)=O (some centres not stated)	-0.1	0.8	-1.1	0.6	-0.2	1.3	0	0.7	1	-2	1
CCCc1nc2oc3c(NCC(C)O)ncnc3c2c2c1CCCC2 (configuration not stated)	0.2	-0.6	-1.4	-1.2	-1.9	.	-18	3.0	7	-52	-1
CCC(C(=O)NC1CCCCCC1)n1nc(C)c2c(C)n(-c3ccccc3)nc2c1=O (configuration not stated)	-0.4	-1.0	-1.0	6.2	1.1	1.5	-2	-1.4	-1	-5	3
CC(/C=C1\SC(=S)N(CCC(=O)Nc2ccc(O)cc2)C1=O)=C\c1ccccc1	-0.9	0.3	-1.3	-0.9	0.7	0.2	7	-3.4	-1	14	-3
CCn1c(=O)cc(OCC(=O)NCc2ccc(C)o2)c2ccccc21	-1.6	0.1	-0.7	-0.9	-0.6	0.3	0	0.8	-3	-3	0
Cc1cc(C)c(C(=O)C2OC(=O)C(C)(C)C(=O)C2(C)C)c(C)c1 (configuration not stated)	-2.7	0.0	-0.8	-1.5	0.5	2.5	0	0.3	0	11	1
Cc1ccc(NC(=O)c2cccc(N3C(=O)C4C5C=CC(C5)C4C3=O)c2)cc1C (configuration not stated)	-1.1	-3.3	-1.5	-2.8	-3.0	-0.5	2	-1.5	5	-8	-5
CC(=O)C1=C(c2ccccc2)NC(=O)NC1c1ccc(O)c(O)c1 (configuration not stated)	-1.1	-0.1	-0.7	-1.2	-0.9	0.4	0	3.0	2	6	7
Cc1ccc(NS(=O)(=O)c2ccc(-c3cnc(C4CC4)o3)cc2)cc1	0.9	-7.6	-1.7	0.5	-3.3	-0.8	4	-2.8	-7	7	-4
Cc1cccc(N(C)S(=O)(=O)c2nnc(NC(=O)c3ccco3)s2)c1	-1.6	1.4	-1.3	1.3	0.8	0.2	-3	0.8	0	-7	-1
COc1cc(OC)cc(C(=O)N2CCN(c3ccc(N4CCOCC4)nn3)CC2)c1	0.5	0.0	-0.2	0.4	-0.4	0.4	-160	-3.2	1	i	0
COc1ccc(Cl)cc1NC(=O)Cn1nnc(C(=O)NCCc2ccc(OC)c(OC)c2)c1N	-1.7	-0.4	-1.5	0.2	-1.8	-0.3	1	2.0	9	7	1
Cc1cc2nncn2c(Cc2ccccc2)n1	1.5	0.5	-1.3	-1.0	-1.5	-0.6	-5	2.5	3	-1	1
CCOC(=O)C1CCN(Cc2ccc(OC)c(C)c2OC)CC1	0.5	-0.5	-1.5	1.9	0.3	0.4	-3	-1.5	-4	1	5
O=C(CSc1nc2ccccc2s1)CSc1nc2ccccc2s1	-2.5	0.9	-0.1	1.5	2.3	-0.2	0	1.3	-1	4	-3
O=C(CSCc1ccccc1)Nc1ccccc1C(=O)Nc1ccc(C(=O)O)cc1	-2.7	1.0	-0.1	-1.9	1.1	-0.6	-1	0.9	1	2	8
CCc1ccccc1CNC(=O)C1CCC(CNS(=O)(=O)c2cccc3cccnc23)CC1 (configuration not stated)	.	-0.5	-0.6	-0.7	-1.9	.	6	.	1	-5	-1
C[C@@H]1CN(S(=O)(=O)C(C)(C)C)[C@@H](CCO)/C1=C\CCO	-1.5	-0.3	-1.8	-2.1	-0.2	.	-7	.	-1	-5	-6
CN1CCN(S(=O)(=O)c2cccc(C(=O)NCc3ccc(Cl)cc3)c2)CC1	-0.4	-0.4	-1.6	-3.1	1.4	-0.5	-6	0.2	-2	2	-4
CCCCc1c(O)nc(SCC(=O)Nc2ccc(C)cc2)n(-c2ccc(OC)cc2)c1=O	-0.9	-0.1	0.5	0.3	0.7	-0.3	-2	-0.8	1	6	-3
CCc1nc2c(OCCC3CCCCC3)cccn2c1N(C)C(=O)c1ccc(OC)cc1	-1.3	-0.8	-1.6	-4.7	-2.6	.	-2	-0.8	-1	5	-1
COC(=O)c1cccc(-n2c(=O)n(Cc3ccccc3)c(=O)c3[nH]cnc32)c1C	1.1	-0.1	-1.4	-2.7	1.4	1.4	-7	1.3	7	5	0
CN(C)S(=O)(=O)c1ccc(C(=O)OCC(=O)Nc2ccc(OC(F)F)cc2)cc1	0.0	0.6	-1.0	-1.9	-1.1	-2.4	-4	0.6	-1	0	1
COCC(C)NC(=O)CSc1nnc(-c2cccc(S(=O)(=O)N3CCCCC3)c2)o1 (configuration not stated)	0.1	0.8	-1.9	-2.3	-0.6	1.9	-6	-1.3	1	-4	0
CC1Cc2nc(SCC(=O)Nc3ccc4c(c3)OCO4)n(Cc3ccccc3)c(=O)c2S1 (configuration not stated)	-0.3	1.6	-1.0	3.9	1.0	0.1	1	-2.9	6	11	6
COc1cccc(-c2nnc(-c3ccc(C)o3)o2)c1	1.6	4.1*	0.3	14*	4.9	-0.1	-121	2.3	1	i	5
Cc1nc(SCC(=O)c2cc(C)n(C3CC3)c2C)c2ccccc2n1	0.0	-3.2	-2.0	-4.7	-2.2	-2.5	1	-0.1	1	-17	-5
COc1ccc(N(C(=O)CNC(=O)c2ccco2)C(C(=O)NC2CCCC2)c2ccncc2)cc1 (configuration not stated)	-0.7	-0.1	-0.6	-2.4	-0.6	-2.8	-2	0.5	2	-8	0
CN1CCN(C(=O)c2ccccc2NC(=O)c2cccc(Cl)c2)CC1	-0.1	-0.9	-1.0	4.9	0.3	0.4	0	0.1	1	-2	-1
COC(=O)c1cc(-c2ccc(OC)c(OC)c2)on1	-1.2	-0.6	-1.3	-0.1	-1.6	0.2	-1	-1.0	8	5	4
COc1ccc(NC(=O)/C(=C/c2cccs2)NC(=O)c2ccco2)cc1	-1.7	0.3	-0.4	0.7	-1.3	0.8	1	2.6	4	1	-2
CCCSc1nc(C)cc(C)c1S(=O)(=O)c1ccccc1C	-0.3	-1.4	-2.0	-0.2	-0.8	-0.5	5	1.2	-10	8	0
COc1cc(S(=O)(=O)NCc2ccncc2)ccc1Br	0.8	-8.0	-1.8	-6.0	-4.1	-1.9	2	-0.8	1	-1	-3
COc1ccc(CCNC(=O)CCC(=O)N2CC(C)Oc3ccc(Cl)cc32)cc1OC (configuration not stated)	-1.1	-0.6	-1.7	1.9	0.2	-0.9	-5	-0.2	-3	-16	-4
COc1ccc([C@H]2OC(=O)C[C@@H]2C(=O)N2CCCCC2)cc1OC	.	-1.3	-1.8	-1.0	-2.4	.	-2	.	2	-1	-3
c1ccc(/N=C2\N=C(Nc3ccccn3)c3ccccc32)nc1	-0.8	0.2	-1.7	0.7	1.4	1.4	2	-5.0	-25	10	-3
O=C(N/N=C/c1ccccc1)c1[nH]c2ccc(Br)cc2c1-c1ccccc1	-3.9	0.2	0.3	1.0	0.4	-1.5	5	2.5	-4	-2	-2
O=C(O)c1cccc(CSc2nnc(Cc3ccccc3)o2)c1	-1.3	0.7	-1.9	-3.6	-1.1	-0.2	1	-8.6	1	13	-2
COc1ccc(CCNC(=O)CN(C)S(=O)(=O)c2ccc3nc(C)sc3c2)cc1OC	0.1	-0.5	-1.3	-0.6	-1.3	0.2	0	2.6	-1	-3	1
COc1ccc(NC(=O)c2cn(-c3ccccc3)nc2-c2cc3ccccc3o2)cc1	-1.5	-0.5	-1.5	-0.2	-0.3	-0.8	-2	-3.4	2	-1	1
COc1ccccc1OCCNC(=O)C1CC(=O)N(Cc2ccccc2)C1 (configuration not stated)	0.4	0.5	-0.3	0.1	-1.1	-0.4	-1	-0.1	1	-9	-4
C=CC[C@@H]1NN2C(=O)[C@@H](CCCC)[C@@H]3c4ccccc4C=NN3[C@@H]2c2ccccc21	.	-2.1	-2.4	-0.6	-3.7	.	1	.	-3	-1	-4
C=C(C)CSc1nc2ccccc2[nH]1	-0.2	-0.1	-1.1	4.1	-3.6	-0.5	0	5.3	1	4	2
Cc1ccccc1[C@@H](NC(=O)OC(C)(C)C)C(=O)OC(C)(C)C	0.1	0.1	-0.6	-0.1	-1.7	0.7	-3	0.6	-1	-2	-1
Cc1ccnc(SCCn2c(N3CCC(C)CC3)nc3c2c(=O)[nH]c(=O)n3C)n1	-2.0	-0.1	-0.9	-0.6	3.2	0.4	-4	1.6	-2	-10	-2
CSc1cccc(NC(=O)CN(C)S(=O)(=O)c2ccc(F)cc2)c1	-0.6	-0.8	-1.4	-1.5	-1.7	0.9	-2	1.1	0	9	0

Complete entries as entered above. Order of screens: PG9 Ab binder, DAX1 inh-1, ssDAF12 agonist, hgDAF-12 ag, hcDAF12 agonist, DAX1 inh-2, ADAM17 inh, GAA850 FXN act, NPR1 activator, ADAM10 inh, SMARCA2 act
`C=CC[C@@H]1NN2C(=O)[C@@H](CCCC)[C@@H]3c4ccccc4C=NN3[C@@H]2c2ccccc21` is entered as ., -2.1, -2.4, -0.6, -3.7, ., 1, ., -3, -1, -4
`COc1ccc(CCNC(=O)CN(C)S(=O)(=O)c2ccc3nc(C)sc3c2)cc1OC` is entered as 0.1, -0.5, -1.3, -0.6, -1.3, 0.2, 0, 2.6, -1, -3, 1
